High-throughput results deposited in PubChem by several laboratories.
Tb MetRS inh – T. brucei MetRS inhibitors, primary screen, biochemical, luminescence; inhibition, % at 11.9 µM; methionyl-tRNA synthetase (Trypanosoma brucei brucei); purified T. brucei MetRS, ATP depletion, Kinase-Glo luminescence; 0.4% of 360,000 active;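 active = inhibition above a per-plate cutoff of the control wells' mean inhibition plus 3 SD, cut at about 5.5% in these data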;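 also: 0% = DMSO wells median and 100% = median of wells with control inhibitor compound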
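System: purified T. brucei MetRS enzyme / Detection: Kinase-Glo luciferase luminescence reporting remaining unconsumed ATP / Medium: HEPES buffer with MgCl2, KCl, DTT, spermine, BSA, pyrophosphatase / Replication: singlicate, one well per compound / Evaluation: percent inhibition relative to median high and low control wells / Schedule: 2 h aminoacylation at 25 °C after 15 min preincubation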
CSN inh – inhibitors of CSN-mediated cullin deneddylation, primary screen, biochemical, fluorescence polarization, uHTS | COP9 signalosome complex subunit 5 (Homo sapiens), Q92905 | Purified CSN, SCF-Nedd8-OG deneddylation | inhibition, % at 12.5 µM | 0.38% of 360,000 active | AID 651999, 2013;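 active = pattern-corrected inhibition above about 35%, with an unprinted fluorescence ratio check between 0.5 and 1.5, limit read from the data, passing the limit was not always enough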;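 also: 0% = enzyme with substrate and 100% = substrate without enzyme; some results filed as inactive read as strong as hits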
Target sequence (Q92905 whole entry, looked up, one chain of several): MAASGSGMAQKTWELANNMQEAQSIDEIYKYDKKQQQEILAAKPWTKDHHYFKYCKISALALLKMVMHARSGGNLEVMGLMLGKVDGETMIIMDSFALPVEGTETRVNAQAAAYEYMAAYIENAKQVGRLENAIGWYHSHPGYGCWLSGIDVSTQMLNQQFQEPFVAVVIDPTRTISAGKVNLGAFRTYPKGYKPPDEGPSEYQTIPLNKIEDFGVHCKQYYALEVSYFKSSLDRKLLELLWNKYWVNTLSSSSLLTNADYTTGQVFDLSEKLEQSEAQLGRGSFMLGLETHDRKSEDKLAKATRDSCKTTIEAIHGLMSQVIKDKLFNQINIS
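Schedule: reaction 90 min, room temperature / Assay system: HEK293T-derived human Csn5 enzyme / Input: Csn5 at 0.24 nM final / Measure: inhibition of Csn5 cleavage, % / Control set: substrate-only high control, full reaction low control / Technique: fluorescence polarization of the substrate / Buffer or medium: Tris/NaCl/DTT buffer, pH 7.5 / Reagent: SCFSkp2-Nedd8OG substrate at 10 nM final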
NadD inh – inhibitors of S. aureus NadD, primary screen, biochemical, colorimetric, uHTS. 0.78% of 360,000 active. Nicotinate-nucleotide adenylyltransferase NadD (Staphylococcus aureus N315). purified NadD enzyme, colorimetric absorbance read-out. AID 602399, 2012. inhibition, % at 20 µM; in the data active = inhibition above about 26%; also: some compounds past the cut are filed as inactive
SUMO1 PPI mod – modulators of SUMO1 protein-protein interactions, primary screen, biochemical, uHTS; inhibition, % at 20 µM; SUMO1 binding to a labelled peptide, TR-FRET, 1 h; AID 602429, 2012; Small ubiquitin-related modifier 1 (Homo sapiens), P63165; 0.33% of 360,000 active; in the data active = inhibition above about 37%
Target sequence (P63165 whole entry, looked up): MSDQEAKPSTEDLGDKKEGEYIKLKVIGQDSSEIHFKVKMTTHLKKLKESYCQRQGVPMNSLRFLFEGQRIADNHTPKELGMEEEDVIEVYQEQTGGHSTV
MLLE-PAM2 inh – inhibitors of PABP1 MLLE–PAM2 peptide binding, primary screen, biochemical, fluorescence polarization, FITC-PAM2, GST-MLLE | inhibition, % at 20 µM | 0.36% of 360,000 active; in the data active = inhibition above about 35%, passing the limit was not always enough;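 also: plate controls were DMSO wells with GST-MLLE for no effect and wells lacking GST-MLLE protein for full effect; some results filed as inactive read as strong as hits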
Scp-1 inhibitor – Scp-1 phosphatase inhibitors, primary screen, biochemical, colorimetric, uHTS; Carboxy-terminal domain RNA polymerase II polypeptide A small phosphatase 1 (Homo …; Recombinant Scp1, phosphopeptide, malachite green phosphate absorbance; inhibition, % at 20 µM; 0.88% of 340,000 active; AID 493091, 2011;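 active = inhibition above about 50% at 20 µM, limit read from the data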;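 also: plate controls were DMSO wells with enzyme for no effect and wells lacking enzyme for full effect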
Target sequence (Q9GZU7 76-261 limits assumed): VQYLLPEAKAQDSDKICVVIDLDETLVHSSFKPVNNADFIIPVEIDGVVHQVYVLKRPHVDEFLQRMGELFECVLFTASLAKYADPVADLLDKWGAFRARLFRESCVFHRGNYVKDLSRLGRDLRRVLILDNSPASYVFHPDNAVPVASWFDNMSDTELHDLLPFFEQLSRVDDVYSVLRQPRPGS
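Test system: SCP-1 catalytic domain; Buffer or medium: Acidic Tris acetate buffer with magnesium and detergent; Also added: Phosphorylated 17-residue peptide substrate; Compound: single 20 µM dose, 1% DMSO; Schedule: enzyme reaction 45 min at room temperature, colour 5 min, stabilisation 30 min; Signal: Phosphate-binding colour reagent, absorbance read at 630 nm.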
Rpn11 inh – Rpn11 (PSMD14) deubiquitinase inhibitors, primary screen, biochemical, fluorescence polarization, uHTS; 0.59% of 360,000 active; calls only at 20 µM; 26S proteasome non-ATPase regulatory subunit 14 (Homo sapiens), O00487; human 26S proteasome, Ub4-pepOG fluorescence polarization; 20S core pre-blocked with epoxomicin;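 active = inhibition at 20 µM, scaled to each plate's controls, above about 33%, limit read from the data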
Target sequence (O00487 whole entry, looked up): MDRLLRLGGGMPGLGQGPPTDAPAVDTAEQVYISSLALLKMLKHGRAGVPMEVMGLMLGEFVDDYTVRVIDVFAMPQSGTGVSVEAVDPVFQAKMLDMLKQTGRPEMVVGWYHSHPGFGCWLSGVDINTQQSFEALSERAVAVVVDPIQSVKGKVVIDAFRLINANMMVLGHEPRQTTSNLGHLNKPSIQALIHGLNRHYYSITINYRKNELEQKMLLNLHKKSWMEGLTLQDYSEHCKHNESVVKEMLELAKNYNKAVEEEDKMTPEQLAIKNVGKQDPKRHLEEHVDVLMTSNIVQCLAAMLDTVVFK
DNMT1 inh – human DNMT1 methyltransferase inhibitors, primary screen, biochemical, molecular beacon, fluorescence, HinP1I cleavage, uHTS; AID 588458, 2011; 0.83% of 360,000 active; inhibition (reported as % activation of signal), % at 10 µM; in the data active = inhibition above about 50%
STEP block – STEP phosphatase inhibitors, primary screen, biochemical, fluorescence intensity, uHTS. inhibition, % at 20 µM. Tyrosine-protein phosphatase non-receptor type 5 (Homo sapiens), P54829. AID 588621, 2011. recombinant STEP, OMFP fluorogenic substrate. 0.25% of 360,000 active;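 active = inhibition at 20 µM, scaled per plate between control wells, above about 37%, limit read from the data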;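 also: 0% = DMSO with enzyme and substrate and 100% = substrate only without enzyme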
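Also added – OMFP at 25 µM · Test system – STEP tyrosine phosphatase · Technique – FITC-channel fluorescence of OMFP product · Schedule – 20 min at room temperature, dark · Evaluation – control-normalized % inhibition with plate pattern correction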
LMPTP inh – LMPTP phosphatase inhibitors, primary screen, biochemical, fluorescence intensity, uHTS; Low molecular weight phosphotyrosine protein phosphatase (Homo sapiens), P24666; recombinant LMPTP-A, OMFP fluorogenic substrate; inhibition, % at 20 µM; 0.22% of 360,000 active; AID 651560, 2012;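 active = compounds that cut the enzyme signal by at least half of the control window in the single-dose screen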;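 also: plate controls were DMSO wells with enzyme plus substrate for no effect and substrate without enzyme for full effect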
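material = LMPTP-A | quantity = 0.625 nM enzyme | reagent = OMFP substrate, 400 µM final | buffer or medium = Bis-Tris pH 6.0, DTT, detergent | detection = endpoint fluorescence intensity from OMFP dephosphorylation | dosing = single 20 µM dose | read-out basis = % inhibition relative to no-enzyme and uninhibited control wells | control set = no-enzyme and uninhibited controls | timing = 50 min at room temperature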
* hit, by the source's call; i = inactive; · = no result given.

#1 Cc1ccc2nc(NC(=O)CSc3nc(=O)n(CCN(C)C)c4c3CCCC4)sc2c1
#2 CN(C)S(=O)(=O)c1ccc(Cl)c(NC(=O)CN2C(=O)NC3(CCCC3)C2=O)c1
#3 COc1ccc(CCN2CC34C=CC(O3)C(C(=O)NCc3ccccc3)C4C2=O)cc1OC (stereo not drawn)
#4 CCCCCc1c(O)c2ccccc2[nH]c1=O
#5 CCCn1c(SCC(=O)NCCc2ccc(Cl)cc2Cl)n[nH]c1=O
#6 Cc1ccc(O)c(C(=O)/C=C/c2ccc3c(c2)OCCCO3)c1

assay / entry	1	2	3	4	5	6
Tb MetRS inh	0.0	0.3	-1.1	-1.6	0.6	-0.2
CSN inh	0	4	2	-1	2	7
NadD inh	-12	-1	3	-4	3	-6
SUMO1 PPI mod	-4	2	-3	3	-3	1
MLLE-PAM2 inh	2	-14	10	11	-32	1
Scp-1 inhibitor	-6	-8	2	-4	-6	-3
Rpn11 inh	i	i	i	i	i	i
DNMT1 inh	-3	1	1	1	0	-4
STEP block	-1	-3	-1	2	-2	1
LMPTP inh	-3.5	0.4	-0.4	0.6	-1.3	3.0

#7 COc1cc(/C=N/Nc2ccc3ccccc3c2)ccc1OC(=O)c1ccco1
#8 CC[C@H]1c2[nH]c3ccccc3c2C[C@@H]2C(=O)N(c3ccc(F)cc3)C(=O)N21
#9 Cc1ccc(N2NC(C)(c3cccs3)NC2=S)cc1 (stereo not drawn)
#10 CCN(CC(=O)Nc1ccccc1C(F)(F)F)C(=O)CN1C(=O)NC2(CCCC2)C1=O
#11 FC(F)(F)c1cc(CCN2CCNC[C@H]2Cc2cccc3ccccc23)cc(C(F)(F)F)c1
#12 CCOC(=O)C1(C)CCCN(C(=O)c2cc(C)on2)C1 (stereo not drawn)

assay / entry	7	8	9	10	11	12
Tb MetRS inh	-0.4	0.8	0.6	-1.0	0.0	-0.3
CSN inh	-15	-1	8	-1	-2	-6
NadD inh	10	1	-2	-3	14	2
SUMO1 PPI mod	-1	4	-2	-1	-187	-2
MLLE-PAM2 inh	-12	7	-61	-4	8	-6
Scp-1 inhibitor	-11	-10	2	3	3	·
Rpn11 inh	i	i	i	i	i	i
DNMT1 inh	-26	4	-1	2	-45	-1
STEP block	1	8	3	3	3	-3
LMPTP inh	-0.7	1.1	-0.5	1.4	-6.6	0.0

#13 Cc1ccc(CNC(=O)c2ccc(CN3CCOCC3)cc2)cc1
#14 CCC1CCC(NC2CCCCNC2=O)CC1 (stereo not drawn)
#15 Cc1nn(CCCC(=O)Nc2cc(Oc3ccccc3)cc([N+](=O)[O-])c2)c(C)c1[N+](=O)[O-]
#16 CC(NC(=O)CSc1nnc(-c2cccnc2)n1N)c1ccccc1 (stereo not drawn)
#17 CC(/C=N/NC(=O)c1nnn(-c2nonc2N)c1C(C)C)=C\c1ccco1
#18 CC1=CC(=Nc2c(C)n(C)n(-c3ccccc3)c2=O)C=C(C)C1=O

assay / entry	13	14	15	16	17	18
Tb MetRS inh	-0.8	-0.9	-0.9	-0.6	-0.1	-0.5
CSN inh	4	0	2	-4	5	4
NadD inh	14	0	-12	-8	0	2
SUMO1 PPI mod	0	6	15	3	-14	0
MLLE-PAM2 inh	-94	-2	6	-24	-28	13
Scp-1 inhibitor	-8	-4	-7	-6	1	-2
Rpn11 inh	i	i	i	i	i	i
DNMT1 inh	1	5	-7	0	-8	18
STEP block	-4	3	1	-3	-1	-3
LMPTP inh	-2.5	-1.0	2.7	-1.1	-0.6	-0.3

#19 CC(/C=N/N1CCN(c2ccccc2)CC1)=C\c1ccccc1
#20 Cc1c(C(=O)NCc2cccc(C(F)(F)F)c2)sc(=O)n1Cc1ccc(F)cc1
#21 COc1ccc(S(=O)(=O)N(CC(=O)NN=C2CCN(C)CC2)c2ccc(C)cc2)cc1OC
#22 Cc1cccc(NC(=O)c2ccc(NCC3CCCO3)c([N+](=O)[O-])c2)n1 (stereo not drawn)
#23 Nc1ccc2nc(-c3ccc(N)c(Cl)c3)[nH]c2c1
#24 COc1cccc(CC(=O)OCC(=O)NC(=O)c2ccc(OC(F)F)cc2)c1

assay / entry	19	20	21	22	23	24
Tb MetRS inh	-0.2	-0.3	-0.2	-0.5	0.5	-0.4
CSN inh	3	-5	-2	-2	-3	0
NadD inh	5	8	-6	-6	41*	-7
SUMO1 PPI mod	-1	-3	-4	-29	11	0
MLLE-PAM2 inh	8	6	4	-1	3	-3
Scp-1 inhibitor	-3	·	-2	-3	-15	-1
Rpn11 inh	i	i	i	i	i	i
DNMT1 inh	3	4	3	-2	-9	2
STEP block	1	-1	0	3	4	2
LMPTP inh	-0.9	2.1	-3.3	-0.3	17	0.4

#25 Cc1ccc(NC(=O)N(C)c2ccccc2)cc1
#26 CC(=O)c1ccc(OCCNS(=O)(=O)c2ccc(-n3cnnn3)c(C)c2)cc1
#27 CCOC(=O)c1c(NC(N)=O)nc2n1CCC2
#28 Cc1cc(C)c(OCC(=O)Nc2ccccn2)c([N+](=O)[O-])c1
#29 C=CCn1c(SC(CCO)C(=O)NCc2ccco2)nc2sc3c(c2c1=O)CCC3 (stereo not drawn)
#30 COc1cc(/C=N/N=C2/NC(=O)C(Cc3ccccc3)S2)ccc1O (stereo not drawn)

assay / entry	25	26	27	28	29	30
Tb MetRS inh	-1.8	0.0	-1.7	-0.8	-0.1	-0.3
CSN inh	1	-3	1	-12	14	4
NadD inh	-6	-6	1	-3	5	0
SUMO1 PPI mod	-2	0	0	-7	2	8
MLLE-PAM2 inh	-6	1	3	0	4	-21
Scp-1 inhibitor	-11	-2	-4	-3	10	-9
Rpn11 inh	i	i	i	i	i	i
DNMT1 inh	-2	0	2	4	5	-1
STEP block	0	2	0	1	2	-3
LMPTP inh	-1.4	-2.9	-0.9	-2.7	1.9	2.1

#31 CC1CN(C(=O)c2cc3c(=O)n4ccccc4nc3n2C)CC(C)O1 (stereo not drawn)
#32 CC(Oc1ccc(Cl)cc1)C(=O)N(C)CC(=O)Nc1ccc(N2CCOCC2)cc1 (stereo not drawn)
#33 Cn1nc(C(C)(C)C)c(NC(=O)c2ccc(F)cc2)c1C(C)(C)C
#34 CC(=O)Cn1ncc(N2CCCCC2)c(Cl)c1=O
#35 CCC(C)c1ccc(NC(=S)NCc2ccccn2)cc1 (stereo not drawn)
#36 Cc1c(NC(=O)OC(C)C)sc(=S)n1C

assay / entry	31	32	33	34	35	36
Tb MetRS inh	-0.8	-0.1	-0.4	-0.2	-0.2	-0.2
CSN inh	3	-3	4	1	6	-2
NadD inh	2	3	0	2	2	-1
SUMO1 PPI mod	9	-25	0	0	0	-1
MLLE-PAM2 inh	14	-4	4	3	-13	-38
Scp-1 inhibitor	1	-12	3	1	-6	-1
Rpn11 inh	i	i	i	i	i	i
DNMT1 inh	1	-6	3	0	-1	-1
STEP block	-1	-1	1	-2	3	1
LMPTP inh	-0.1	-7.6	-0.9	-1.7	-0.6	-0.3

#37 O=c1[nH]n(-c2ccccc2Cl)c(=O)c2ccccc12
#38 COCCC(=O)N1CCC(Oc2ccc(C(=O)NCCC3=CCCCC3)cc2)CC1
#39 O=C(NNC(=O)c1c(O)c2ccccc2[nH]c1=O)c1ccccc1
#40 CC(C)N(C(=O)Cn1c(-c2ccccc2Cl)nc2ccccc21)c1ccccc1
#41 COc1ccc(C(=O)N2CCN(c3ccccc3)CC2)cc1S(=O)(=O)N1CCOCC1
#42 COc1ccc(OCc2cc(C(=O)N3CCN(CC4CC4)CC3)no2)c(Cl)c1

assay / entry	37	38	39	40	41	42
Tb MetRS inh	0.6	-0.1	-0.7	-1.1	0.8	1.7
CSN inh	-4	-3	0	-2	2	0
NadD inh	-1	3	5	-5	7	4
SUMO1 PPI mod	4	1	4	0	6	-3
MLLE-PAM2 inh	0	-6	-2	5	-7	1
Scp-1 inhibitor	-8	-1	-4	3	-5	6
Rpn11 inh	i	i	i	i	i	i
DNMT1 inh	-1	0	0	2	1	2
STEP block	-3	2	5	3	-1	0
LMPTP inh	-1.1	-0.9	-0.7	-2.0	-1.3	-0.1
